STK33 kinase inh – human STK33 kinase inhibition | inhibition, % at 10 µM | purified STK33, MBP phosphorylation, ADP-Glo luminescence | 320,000 compounds, 0.073% hits | Q9BYT3;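 active means inhibition at or above 25%, using the most active replicate where run in duplicate; inactive means inhibition below 25%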
KCNQ2 block – KCNQ2 channel blockers in CHO-K1 cells – cell-based, FluxOR thallium flux, B-score, primary screen (AID 2156); 20 min; hits give low values; 310,000 compounds, 1.1% hits; B-score at 10 µM; O88943;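 active means fluorescence ratio B-score at most minus 3 library SDs, with starting brightness B-score within 2 library SDs, cut at about -5.5 in these data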
Target sequence (O88943 whole entry, looked up): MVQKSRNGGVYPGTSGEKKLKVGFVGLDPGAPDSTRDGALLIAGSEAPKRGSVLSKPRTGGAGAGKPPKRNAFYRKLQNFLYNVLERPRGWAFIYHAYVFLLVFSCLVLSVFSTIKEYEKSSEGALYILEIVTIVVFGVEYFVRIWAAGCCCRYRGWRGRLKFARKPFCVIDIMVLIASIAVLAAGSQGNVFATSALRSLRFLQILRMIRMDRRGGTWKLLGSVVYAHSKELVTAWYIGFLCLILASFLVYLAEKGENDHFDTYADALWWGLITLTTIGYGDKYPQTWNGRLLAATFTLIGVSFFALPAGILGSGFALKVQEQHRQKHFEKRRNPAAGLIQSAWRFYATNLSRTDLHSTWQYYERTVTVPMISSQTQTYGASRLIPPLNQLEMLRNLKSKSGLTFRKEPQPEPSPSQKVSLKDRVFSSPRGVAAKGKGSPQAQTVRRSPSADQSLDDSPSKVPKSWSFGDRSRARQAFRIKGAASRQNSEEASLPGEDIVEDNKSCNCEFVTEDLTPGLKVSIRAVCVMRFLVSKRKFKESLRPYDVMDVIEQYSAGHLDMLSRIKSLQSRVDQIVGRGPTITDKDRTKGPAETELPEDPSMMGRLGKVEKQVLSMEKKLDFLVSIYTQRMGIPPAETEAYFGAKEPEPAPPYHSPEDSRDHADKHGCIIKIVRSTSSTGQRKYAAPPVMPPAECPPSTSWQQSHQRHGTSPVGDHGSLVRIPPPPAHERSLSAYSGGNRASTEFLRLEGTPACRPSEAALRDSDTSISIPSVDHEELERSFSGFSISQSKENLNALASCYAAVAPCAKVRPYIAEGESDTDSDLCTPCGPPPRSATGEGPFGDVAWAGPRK
Kir21 inh – inhibitors of mouse Kir2.1 inward-rectifier potassium channel; P35561; HEK293-Kir2.1, FluxOR thallium flux fluorescence; hits give low values; B-score at 10 µM; 310,000 compounds, 0.85% hits; AID 1672;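 active means fluorescence ratio B-score at or below minus 3 SD of library scores, with starting-brightness B-score within 2 SD, cut at about -4.2 in these data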;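 further: channel flux triggered by added potassium and thallium sulfate stimulus; B-score of peak minus minimum fluorescence over baseline after thallium stimulus; more negative B-score means stronger Kir2.1 block with less thallium influx; some compounds called inactive have numbers as strong as hits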
Numbers without * were called inactive; i = inactive.

nr | molecule | STK33 kinase inh | KCNQ2 block | Kir21 inh
1 | Cc1ccc(O)c(C2=Nc3ccccc3N=C(c3cccs3)C2)c1 | 0.0 | -5.59* | 0.07
2 | O=C(NC1CCCc2ccccc21)c1cccc(S(=O)(=O)N2CCOCC2)c1 (configuration not stated) | 0.4 | i | -1.18
3 | CC(c1n[nH]c(=S)n1Cc1ccccc1)N(C)C (configuration not stated) | -1.1 | i | -0.34
4 | CCC(Sc1n[nH]c(=O)[nH]c1=O)C(=O)OCc1ccccc1 (configuration not stated) | -1.2 | i | 1.76
5 | CCc1nnc(NS(=O)(=O)c2ccc(NC(=S)NC(=O)/C=C/c3ccc(OC)cc3)cc2)s1 | -0.5 | i | 1.22
6 | O=C(CCc1nnc(C2CCCCC2)o1)N1CCCCC1CCn1cccn1 (configuration not stated) | -0.2 | i | 0.47
7 | CCOC(=O)N1CCN(c2ccccc2OC)CC1 | -2.8 | i | 0.1
8 | COc1cc(S(=O)(=O)NCCCn2ccnc2)ccc1Cl | -0.2 | i | 0.13
9 | CCc1ccc(NC(=O)C2=CC(c3cccs3)=NS(=O)(=O)N2C)cc1 | 0.1 | i | -0.66
10 | CCN(CC)C(=O)Cn1cc(C(=O)C(=O)N2CCN(Cc3ccccc3)CC2)c2ccccc21 | 0.4 | i | 0.56

Next compounds
nr | molecule | STK33 kinase inh | KCNQ2 block | Kir21 inh
11 | COC(=O)c1cc(CNC(=O)c2ccccc2OCc2c(C)noc2C)ccc1OC | -1.7 | i | 0.54
12 | CCOC(=O)N1CCN(C(=O)c2ccc(CS(=O)Cc3ccc(C)cc3)o2)CC1 (configuration not stated) | -1.2 | i | 1.17
13 | Cc1ccc2c(c1)N(C(=O)CCC(=O)O)CCO2 | -1.9 | i | 1.84
14 | CCCn1c(NCc2ccccn2)nc2ccccc21 | -2.4 | i | -2.14
15 | Clc1ccc(-c2csc(NNC3=NCCCCC3)n2)cc1 | -0.3 | i | 0.05
16 | O=C(Nc1ccc(Cl)c(Cl)c1)Nc1nnc(CSc2ccccc2)s1 | -1.2 | i | -0.18
17 | COc1cccc(CN(CC(=O)NCC2CCCO2)C(=O)CNS(=O)(=O)c2ccccc2)c1 (configuration not stated) | -1.4 | i | -1.27
18 | Cc1ccc(NC(=O)[C@H](NC(=O)[C@@H]2Cc3ccccc3CN2)c2ccccc2)cc1C | -1.2 | i | -1.46
19 | O=C(Nc1ccc(F)cc1F)Nc1ccccc1C(=O)NCCN1CCNC1=O | 0.4 | i | -0.01
20 | COc1ccccc1C(=O)NCC(=O)NNc1ncnc(N)c1[N+](=O)[O-] | -2.7 | i | -1.03

Next part:
nr | molecule | STK33 kinase inh | KCNQ2 block | Kir21 inh
21 | COc1ccc(NC(=O)c2nc[nH]c2C(=O)N[C@@H](CC(C)C)C(=O)OC(C)(C)C)cc1 | 4.0 | i | 0.68
22 | COc1ccc(/C=N/NC(=O)c2c(-c3ccccc3)noc2C)cc1 | -1.2 | i | -0.15
23 | CC(=O)Nc1ccc(S(=O)(=O)N2CCN(c3nc(NC4CCCC4)c4ccccc4n3)CC2)cc1 | -0.4 | i | -1.72
24 | Cc1ccc(-n2c(SCC(=O)N/N=C/c3ccc(C)s3)nnc2-c2ccccc2)cc1 | -1.5 | i | -0.84
25 | Cc1ccc(NC2=NCC(=O)N2Cc2ccc3c(c2)OCO3)cc1 | -1.2 | i | 0.8
26 | COc1ccccc1Nc1nc2nonc2nc1N1CCC(C)CC1 | -1.5 | i | -0.04
27 | CC(C)N(CCCNC(=O)Cn1ncc2c([nH]c3ccccc32)c1=O)Cc1ccccc1 | 0.4 | i | -1.04
28 | COc1ccccc1NS(=O)(=O)c1cc(NC(=O)CC(C)(C)C)ccc1N1CCOCC1 | -0.8 | i | 0.12
29 | Cc1ccc(C(=O)Nc2nc(-c3ccccn3)cs2)o1 | -1.5 | i | -2.1
30 | Oc1c(Cl)cc(Cl)cc1Sc1cc(Cl)cc(Cl)c1O | -3.9 | i | 0.96

Next section
nr | molecule | STK33 kinase inh | KCNQ2 block | Kir21 inh
31 | Cc1cc(C)n2nc(C(=O)OCC(=O)NC3CCCCC3)nc2n1 | 1.1 | i | 0.1
32 | NC(=O)NCC12CC3CC(CC(C3)C1)C2 | -0.8 | i | 0.17
33 | CC(=O)Nc1ccc(NC(=O)CSc2nc3ccccc3nc2N2CCCCC2)cc1 | -0.9 | i | 0.07
34 | COc1ccc(Oc2ccc(C(F)(F)F)cc2NC(=O)c2ccc(OC)cc2)cc1 | -1.4 | i | 0
35 | COc1cc(C2C3=C(CCCC3=O)OC3=C2C(=O)CCC3)ccc1OCC(=O)Nc1ccccc1 | -0.5 | i | 1.31
36 | COc1cccc(CN2CC(C(=O)NC3CCCCCC3)CCC2=O)c1 (configuration not stated) | -0.4 | i | 1.27
37 | COC(=O)c1[nH]c2ccccc2c1NC(=O)C(C)N1CC(C)OC(C)C1 (configuration not stated) | -0.3 | i | 0.25
38 | S=C(NCC1CCCO1)N1CCc2ccccc2C1 (configuration not stated) | 0.0 | i | -0.79
39 | COc1ccc(C2=NN(C(=O)c3cccs3)C(c3ccc(OC)cc3)C2)cc1 (configuration not stated) | -0.7 | i | 0.8
40 | CC12CN3CC(C)(CN(C1)C3c1ccc([N+](=O)[O-])o1)C2=O (configuration not stated) | -1.7 | i | -0.44

(continued)
nr | molecule | STK33 kinase inh | KCNQ2 block | Kir21 inh
41 | CCOc1ccc(CCNC(=O)c2ccc3nc(N4CCOCC4)sc3c2)cc1OCC | 0.2 | i | 0.06
42 | COc1cccc(CC(=O)OCC(=O)NNC(=O)c2ccc([N+](=O)[O-])cc2)c1 | -2.1 | i | -2.01
43 | Cc1cc(-c2ccccc2)nn1-c1nc2c(c(=O)[nH]c(=O)n2C)n1C | -0.9 | i | 0.13
44 | Cc1c(Cl)ccc2sc(NC(=O)c3ccco3)nc12 | 2.0 | i | -0.01
45 | COC(=O)c1sc(S(=O)(=O)N2CCCCC2)c(C(=O)OC)c1C | -1.2 | i | -1.03
46 | S=C(NCc1ccccc1)NCC1COc2ccccc2O1 (configuration not stated) | -2.1 | i | 0.01
47 | O=C(O)C1CC=CCC1C(=O)NNc1c(Cl)cc(Cl)cc1Cl (configuration not stated) | -0.6 | i | -0.86
48 | COc1ccc(C(=O)OCC(=O)NC(C)CCc2ccccc2)c(OC)c1 (configuration not stated) | -0.5 | i | -1.81
49 | Cc1ccc(S(=O)(=O)NC2(C(F)(F)F)NC(=O)N(Cc3ccccc3)C2=O)cc1 (configuration not stated) | -0.7 | i | 0.58
50 | COC(c1ccccc1)c1nnc(CCC(=O)NC2C3CC4CC(C3)CC2C4)o1 (configuration not stated) | -0.6 | i | 0.08

The results go on.
nr | molecule | STK33 kinase inh | KCNQ2 block | Kir21 inh
51 | CCCCCCCOC(=O)C1=C(C)Nc2ncnn2C1c1cccs1 (configuration not stated) | -1.1 | i | -0.99
52 | COc1ccc(OC)c(/C=N/NC(=O)c2cc[n+](Cc3ccccc3)cc2)c1 | 0.1 | i | 2.79
53 | CCc1ccc(/C=N/NC(=S)NCCc2ccccc2)cc1 | -0.6 | i | -0.22
54 | CCN(CC)C(=O)C1=C(C)Nc2nc3ccccc3n2C1c1cccc(OC)c1 (configuration not stated) | 0.3 | -7.67* | -1.73
55 | O=C(NCC(c1ccco1)N1CCc2ccccc2C1)c1ccc(Cl)c([N+](=O)[O-])c1 (configuration not stated) | -2.1 | -5.76* | -0.28
56 | CSc1ccc(Cl)c(C(=O)Nc2ccc(C)cn2)c1 | -1.5 | i | 0.39
57 | c1ccc(-n2c(SCC3CCCCO3)nnc2-c2cccs2)cc1 (configuration not stated) | -0.2 | i | -3.17
58 | O=C(Cn1c(C(F)(F)F)nc2ccccc21)c1ccc(F)cc1 | -2.2 | i | -0.05
59 | CC1=CC(=O)O[C@@H]1[C@@]1(C)C[C@H]2OC(=O)C[C@H]3[C@@H](C)C(=O)C(O)=C1[C@@]23CO | -0.1 | i | 0.01
60 | CCCC1=C(C(=O)OCC)C(c2ccccc2OCC)NC(=O)N1C (configuration not stated) | 0.0 | i | 0.19

(continued)
nr | molecule | STK33 kinase inh | KCNQ2 block | Kir21 inh
61 | O=C(Oc1ccccc1C(=O)Oc1ccccc1)c1ccco1 | 4.0 | i | -0.72
62 | COc1ccc(NC(=O)CSc2nnc(Cc3cccn3C)n2CCc2ccccc2)cc1OC | 0.1 | i | -0.63
63 | COc1ccc(N(C)S(=O)(=O)c2ccc3c(c2)oc(=O)n3C)cc1 | 0.3 | i | 0.04
64 | COC(=O)C1CCN(S(=O)(=O)c2ccc(OC)cc2)CC1 | -1.0 | i | -0.72
65 | CC(C)(C)OC(=O)N1CCN(C(=O)c2cccnc2Cl)CC1 | -0.6 | i | 1.42
66 | O=C(Nc1ccc(S(=O)(=O)N2CCCCC2)cc1)C1CCCCC1 | -1.6 | i | -2.63
67 | COc1ccc(CNc2nc3c(c(=O)[nH]c(=O)n3C)n2Cc2ccccc2)cc1 | -0.9 | i | 0.51
68 | O=C(Cc1ccc(Cl)cc1)Nc1ccc(C(=O)N2CCOCC2)cc1 | 0.0 | i | -1.51
69 | CC(=O)Nc1nc(N)n(-c2ccccc2)n1 | -2.6 | i | -0.04
70 | O=C(NCc1ccc(F)cc1)C1CCC(CNc2c(N3CCCCC3)c(=O)c2=O)CC1 (configuration not stated) | 0.1 | i | 1.71

(list continues)
nr | molecule | STK33 kinase inh | KCNQ2 block | Kir21 inh
71 | O=C(NCCC1=CCCCC1)C1CCN(C(=O)Cc2ccccc2)CC1 | 0.2 | i | 0.97
72 | O=C(NNC1=C(C(=O)C(F)(F)F)CCC1)c1ccccc1O | 1.5 | i | -0.47
73 | COc1ccccc1-c1cc(C(=O)Nc2c(C)n(C)n(-c3ccccc3)c2=O)no1 | 2.0 | i | 0.01
74 | O=C(CSc1ncnc2c1nnn2Cc1ccc(F)cc1)NC1CCCCC1 | -1.2 | i | 0.04
75 | O=C(N/N=C/c1ccc(O)c2ccccc12)c1cccnc1 | 0.8 | i | -1.69
76 | Cc1ccc(C)c(-n2cc[nH]c2=S)c1 | -1.3 | i | 0.34
77 | CCNC(=O)c1c(NC(=O)C2COc3ccccc3O2)sc2c1CCCC2 (configuration not stated) | 0.5 | i | -0.4
78 | COc1ccc(Cl)cc1NS(=O)(=O)c1cccc(C(=O)NCCCN2CCCC2=O)c1 | -1.2 | i | -0.69
79 | Cc1nc(Oc2ccccc2)c2ccccc2n1 | -0.2 | i | -0.02
80 | Cc1ccc(Cn2ncc3c(N4CCN(C5CCCC5)CC4)ncnc32)cc1 | -2.5 | i | -0.92

Complete entries from above. Order of screens: STK33 kinase inh | KCNQ2 block | Kir21 inh
CCOC(=O)N1CCN(c2ccccc2OC)CC1 is listed with -2.8 | i | 0.1
CCc1ccc(/C=N/NC(=S)NCCc2ccccc2)cc1 is listed with -0.6 | i | -0.22
Cc1ccc(-n2c(SCC(=O)N/N=C/c3ccc(C)s3)nnc2-c2ccccc2)cc1 is listed with -1.5 | i | -0.84
COC(=O)c1cc(CNC(=O)c2ccccc2OCc2c(C)noc2C)ccc1OC is listed with -1.7 | i | 0.54

Additional compounds
nr | molecule | STK33 kinase inh | KCNQ2 block | Kir21 inh
81 | O=C(CSc1ccc2ccccc2c1)NCCCN1CCCC1=O | -0.8 | i | 0.48
82 | COc1ccc(C2NC(=O)NC(O)(C(F)(F)F)C2C(=O)c2ccc(F)cc2)cc1 (configuration not stated) | -3.9 | i | -2.21
83 | Cc1ccc2c(COC(=O)c3ccc(NC(=O)CC#N)cc3)cc(=O)oc2c1C | -0.4 | i | 0.28
84 | C=C(C)CN(Cc1ccccc1)C(=S)Nc1ccccc1 | -2.5 | i | 0.28
85 | CC(=O)NCC(=O)N1CCCC(C(=O)c2ccc(-c3ccccc3)c(F)c2)C1 (configuration not stated) | 0.9 | i | -0.18
86 | O=C(NCc1ccc(Cl)cc1)c1ccc(Cl)cc1[N+](=O)[O-] | 0.5 | i | -0.63
87 | COc1ccc(S(=O)(=O)N2CCOCC2)cc1NC(=O)COC(=O)C1CC2CCCC(C1)C2=O (configuration not stated) | -0.8 | i | 1.17
88 | COC(=O)Nc1nc2ccc(-c3n[nH]c(=O)c4ccccc34)cc2[nH]1 | 2.6 | i | -0.57
89 | CC(Sc1nnc(NC2CCCCC2)s1)C(=O)N1CCOCC1 (configuration not stated) | 1.0 | i | -1.13
90 | O=C(N=C1SC2CS(=O)(=O)CC2N1Cc1ccc(Cl)cc1)C1CCCO1 (configuration not stated) | -0.1 | i | -0.4

Continuation.
nr | molecule | STK33 kinase inh | KCNQ2 block | Kir21 inh
91 | COC(=O)C1=C(C)NC(C)=C(C(=O)OCC2CCCO2)C1c1ccc(Cl)c([N+](=O)[O-])c1 (configuration not stated) | -1.2 | i | 0
92 | O=C(NC1CCCC1)c1noc2c1CCCCC2 | -2.7 | i | -0.05
93 | CS(=O)(=O)N1CCN(C(=O)c2c(F)cccc2F)CC1 | -1.4 | i | 2.85
94 | CCc1nnc(NC(=O)NCN2C(=O)C3C4C=CC(C4)C3C2=O)s1 (configuration not stated) | -0.7 | i | 0.02
95 | COc1cccc(CNC(=O)Cc2ccc(NC3=NC4CS(=O)(=O)CC4S3)cc2)c1 (configuration not stated) | 0.0 | i | 0.3
96 | O=C(CCCn1c(=O)[nH]c2cc(Cl)ccc2c1=O)NCCN1CCN(c2ccccc2)CC1 | -0.3 | i | -0.2
97 | CC1CN(CCC(=O)Nc2ccc3c(c2)OCO3)CC(C)O1 (configuration not stated) | -0.1 | i | -1.06
98 | COc1ccc(CNC(=O)COC(=O)CC2CCCC2)cc1 | -2.8 | i | -0.02
99 | O=C(NC(=S)NNC(=O)c1cccs1)c1ccco1 | -1.8 | i | -0.59
100 | COc1ccc(-c2nsc3c(N4CCCC4)ncnc23)cc1 | 0.1 | i | 0.65
